Assay outcomes as filed in PubChem BioAssay.
ABCB6 inh 2: inhibitors of human ABC transporter ABCB6 | Q9NP58 | K562-ABCB6 porphyrin accumulation, flow cytometry, 1 h; stronger effect = lower value | fluorescence ratio to DMSO, % at 10 µM | 0.19% of 360,000 active | AID 602162;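 active means fluorescence ratio to DMSO below 75%, the collection mean minus 3 SD; inconclusive means too few cells collected in the well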;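 further: signal is porphyrin accumulated inside mitochondria; 100% equals median channel fluorescence of DMSO control wells; lower ratio means ABCB6 inhibition with less porphyrin fluorescence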
MC4R antag cAMP: antagonists of human melanocortin 4 receptor (MC4R); AID 540295; inhibition, % at 6.5 µM; 0.48% of 360,000 active; P32245; MC4R-expressing cells, MTII-stimulated cAMP, LANCE TR-FRET;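 active means inhibition above its plate's cutoff, the mean of tested wells on that plate plus 3 SD, cut at about 29% in these data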;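 further: 0% = Melanotan II alone and 100% = Melanotan II plus saturating MCL0020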
Target sequence (P32245 whole entry, looked up): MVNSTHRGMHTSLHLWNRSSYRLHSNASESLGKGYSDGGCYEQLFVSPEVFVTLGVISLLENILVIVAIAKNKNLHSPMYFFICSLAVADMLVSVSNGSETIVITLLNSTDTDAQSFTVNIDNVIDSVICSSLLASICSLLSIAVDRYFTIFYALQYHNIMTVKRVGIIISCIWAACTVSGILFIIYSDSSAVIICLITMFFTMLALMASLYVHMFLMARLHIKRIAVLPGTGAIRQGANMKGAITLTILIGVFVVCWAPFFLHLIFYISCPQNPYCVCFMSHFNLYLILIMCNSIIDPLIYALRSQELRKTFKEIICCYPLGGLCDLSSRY
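Assay system: U2OS cells stably expressing human melanocortin 4 receptor (MC4R) / Dosing: 6.5 µM / Timing: compound 30 min, challenge 1 h, detection 1 h / Measured by: Eu-cAMP/anti-cAMP TR-FRET, emission 671 nm / Replicates: singlicate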
Vif inh: HIV Vif inhibition. HEK293T cells, Vif self-association by quenched fluorescence, imaging, 24 h. inhibition, % at 7.49 µM. 0.35% of 340,000 active; in the data active means inhibition above about 50%, passing the limit was not always enough; inconclusive means no clear call, values can overlap the other calls; inactive means below about 31%; further: some results filed as inactive read as strong as hits
ABHD5 PLIN5 PPI: blocks binding of human ABHD5 to perilipin-5; Q00G26+Q8WTS1; Split G. princeps luciferase complementation, luminescence, 4 h; inhibition, % at 4 µM; 0.78% of 360,000 active; AID 602281;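 active means inhibition above the mean inhibition across every tested compound plus 3 SD, cut at about 22% in these data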;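 further: 0% = DMSO only wells and the 100% control is not disclosed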
Exocytosis inh: lytic granule exocytosis inhibition; inhibition, % at 10 µM; AID 651702; TALL-104 LAMP-1 surface exposure, flow cytometry; cells stimulated with thapsigargin and PMA; 0.66% of 360,000 active;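 active means inhibition above about 55%, limit read from the data; inconclusive means no clear call, values can overlap the other calls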
TLR9-MyD88 block: inhibitors of human TLR9-MyD88 binding; 0.21% of 340,000 active; CHO BLA complementation TLR9-MyD88, CCF4 FRET ratio; inhibition, % at 4.98 µM; AID 504734; Q9NR96+Q99836;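 active means inhibition above the mean over all tested compounds plus 3 SD, cut at about 21% in these data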;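 further: 0% = DMSO only wells and 100% = clavulanate BLA inhibitor control wells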
NOD2 RIPK2 PPI: NOD2-RIPK2 protein interaction inhibition. CHO BLA complementation NOD2-RIPK2, CCF4 ratio. inhibition, % at 4.98 µM. 0.38% of 360,000 active; in the data active means inhibition above about 21%;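 further: 0% = vehicle only and 100% = reference blocker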
Target sequence (O43353 whole entry, looked up): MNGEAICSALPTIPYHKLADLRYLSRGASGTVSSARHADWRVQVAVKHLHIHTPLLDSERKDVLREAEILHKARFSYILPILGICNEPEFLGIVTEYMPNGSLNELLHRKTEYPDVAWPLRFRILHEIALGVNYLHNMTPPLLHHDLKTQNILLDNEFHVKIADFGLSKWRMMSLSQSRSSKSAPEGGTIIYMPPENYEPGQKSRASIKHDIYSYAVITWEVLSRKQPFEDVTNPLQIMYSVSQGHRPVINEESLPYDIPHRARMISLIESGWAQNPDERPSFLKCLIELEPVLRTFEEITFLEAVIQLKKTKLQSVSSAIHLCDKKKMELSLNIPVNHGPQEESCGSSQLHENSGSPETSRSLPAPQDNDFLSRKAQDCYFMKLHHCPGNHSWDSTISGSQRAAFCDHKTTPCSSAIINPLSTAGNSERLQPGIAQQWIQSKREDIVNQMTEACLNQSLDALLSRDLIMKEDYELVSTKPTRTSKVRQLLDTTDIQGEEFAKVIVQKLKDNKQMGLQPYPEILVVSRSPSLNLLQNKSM
aDG glyco up: alpha-DG glycosylation activation; Pro5-aDG cells, alpha-DG glycosylation AlphaScreen (IIH6); 0% Pro5, 100% B10-LARGE cell signal; activation, % at 10 µM; 0.22% of 360,000 active;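 active means activation of at least 8% versus controls, or a plate z-score of at least 8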;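 further: Pro5 are CHO cells carrying HIG-tagged alpha-DG that lacks glycosylation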
N-glyco inh: N-linked glycosylation inhibition; D54 ERlucT glycosylation luciferase reporter, 24 h; percent of 100 nM tunicamycin response; reporter increase, % at 12.5 µM; 0.23% of 360,000 active; AID 588692;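 active means mean luciferase reporter signal, scaled so untreated is 0 and the glycosylation-blocking control 100, at or above a set limit in every replicate; inconclusive means mean reaches the limit but not every replicate does; inactive means mean below the limit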;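 further: luciferase carries N-glycosylation sites so blocking glycosylation raises the light; 0% = median of neutral control wells and 100% = median of 100 nM tunicamycin wells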
MC4R ag barr: agonists of human melanocortin 4 receptor (MC4R) beta-arrestin; 0.98% of 360,000 active; AID 540308; P32245; activation, % at 8.9 µM; U2OS MC4R beta-arrestin complementation, luminescence; percent of melanotan II response, DMSO zero;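 active means activation above a per-plate cutoff, the mean activation of sample wells on that plate plus 3 SD, cut at about 8% in these data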
* = called active by the depositor; u = inconclusive; x = no result given. The list is partial (hit frequency here may not be typical).

aDG glyco up	MC4R antag cAMP	TLR9-MyD88 block	Exocytosis inh	ABCB6 inh 2	N-glyco inh	NOD2 RIPK2 PPI	ABHD5 PLIN5 PPI	MC4R ag barr	SMILES	Vif inh
0.0	20	1	16	96	-9	-7	-10	1.5	COc1ccc(-c2cn[nH]c2-c2ccc(OCC(=O)NN)cc2O)cc1	-7
-0.1	2	17	-1	102	-3	29*	-6	-1.1	O=C(Oc1cc2oc(=O)cc(-c3ccccc3)c2cc1Cl)C1CCCCC1	-5
0.1	5	0	-2	101	1	-7	-7	-3.9	Cc1ccc2[nH]c(=O)c(CN(C)S(=O)(=O)c3cccc4nonc34)cc2c1	-5
-0.1	13	-3	6	94	1	-3	3	-0.3	COc1ccc(OCc2nnc(SCC(=O)Nc3ccccc3Cl)o2)cc1	10
0.7	-1	3	14	99	-2	-3	3	-0.7	COc1cc(CN(CCc2c(C)[nH]c3ccc(C)cc23)C(=S)NC(C)(C)C)cc(OC)c1OC	-18
1.6	-6	11	0	93	0	-7	-5	2.4	CNC(=S)N/N=C/C1=CCC2CC1C2(C)C (stereo not given)	0
-0.1	11	-7	2	94	1	-7	1	-1.3	Cc1cccc(N2CCN(C(=O)c3cc(COc4ccc(F)c(F)c4)on3)CC2)n1	1
-0.2	7	-9	3	96	0	-9	8	0.0	Cn1nnnc1SCc1nnc(-c2ccc(Cl)cc2)o1	-17
-0.3	9	x	-1	98	0	-11	9	0.7	CC(=O)Nc1cc(-c2ccc(C(=O)N3CCOCC3)cc2)cn2c(-c3ccc(S(C)(=O)=O)cc3)cnc12	1
0.0	1	-3	-1	96	1	-17	-5	-0.8	Cc1cccc(NC(=O)c2ccccc2NC(=O)C(C)(C)C)n1	4
-0.4	21	1	2	103	2	-2	6	-1.5	O=C(NNC(=O)c1cccc(Br)c1)C(=O)N1CCCCC1	-3
1.4	7	8	-6	103	-1	-2	2	-1.0	Cc1ccc(CNCC(=O)Nc2cccc(S(=O)(=O)NC3=NCCCCC3)c2)cc1	0
0.0	-17	-5	-3	94	13	-5	-13	1.4	O=C1/C(=C/c2ccccc2)NC(=S)N1C(c1ccccc1)c1ccccc1	-24
0.0	9	9	1	99	-3	-1	2	-0.7	C=CCSc1nnc(-c2ccncc2)n1-c1ccc(OCC)cc1	6
0.0	10	-4	1	97	1	1	2	-1.9	COc1cccc(N2CCN(c3ccc4nnc(CCC(=O)N5CCN(C)CC5)n4n3)CC2)c1	-6
-0.2	1	2	-2	96	2	1	-2	-0.3	CCN(C[C@H]1N[C@@](Cc2ccccc2)(C(=O)OC)[C@H]2C(=O)N(C)C(=O)[C@@H]12)C(=O)Nc1ccccc1	-10
0.0	1	-7	-2	97	0	6	-3	1.0	O=C1C2C3c4ccccc4C(c4ccccc43)[C@@H]2C(=O)N1c1ccccn1 (stereo not given in full)	-1
3.4	3	10	-2	95	8	1	-2	1.5	O=C(N/N=C/c1cccc(F)c1)c1c(O)c2ccccc2[nH]c1=O	x
0.0	1	11	3	102	3	0	3	0.6	Cc1ccc(C(=O)OCC(=O)Nc2ccccc2C(F)(F)F)cc1S(=O)(=O)N1CCOCC1	21
-0.1	0	-1	3	87	-2	-9	-10	0.8	Cc1ccc(CSCCNC(=O)CN(c2cc(C)ccc2C)S(C)(=O)=O)cc1	8
-0.1	3	2	0	100	0	1	0	-0.1	CC(C)NCC(O)COC1C2CC3CC(C2)CC1C3 (stereo not given)	3
0.4	-4	-6	1	100	-6	0	0	-2.0	O=C(Nc1cccc(O)c1)c1ccc(Br)cc1	x
-0.1	-3	-2	-4	96	0	-12	-4	0.1	COc1ccccc1NC(=O)c1ccc(S(=O)(=O)NCc2ccco2)cc1	3
1.0	-8	7	-4	92	0	0	-2	-1.6	O=C(N/N=C/c1ccc(Br)o1)c1cc([N+](=O)[O-])cc([N+](=O)[O-])c1	-2
-0.3	4	2	-1	101	3	-4	-5	-1.9	CCCC1CC(C)(C(=O)CSc2n[nH]c(-c3ccccc3)n2)OC1=O (stereo not given)	6
0.2	10	-3	4	103	0	-12	-2	-0.6	COC(=O)/C=C/c1ccc(-n2cncn2)cc1	-3
0.0	5	-8	-8	99	2	3	-7	0.3	CN(C(=O)COC(=O)COc1ccc(Cl)cc1Cl)c1c(N)n(Cc2ccccc2)c(=O)[nH]c1=O	4
-0.1	0	11	-2	100	0	-11	-2	-0.8	Nc1nc(SCCOc2ccccc2)n[nH]1	-12
-0.2	16	x	11	86	-2	-2	3	-1.1	COc1cccc(CN2CCC2(C)C(=O)Nc2cnc3ccccc3c2)c1F (stereo not given)	-1
-0.1	8	x	-8	89	-1	-2	5	0.1	COCOc1cccc(CN2CCC(C)(Oc3ccc(SC)cc3)C2)c1 (stereo not given)	1
0.0	21	0	2	86	0	12	1	2.5	CCOc1ccc(NC(=O)CN2C(=O)NC(CCSC)C2=O)cc1 (stereo not given)	-2
0.3	3	-3	-7	100	2	9	-9	-2.7	O=C(Nc1cccc(-c2ccc(F)cc2)c1)C1CCCN(C(=O)c2cscn2)C1 (stereo not given)	-7
0.0	25	11	-10	101	-2	-6	5	16*	CCOC(=O)c1sc(N(Cc2ccccc2)C(=O)CCl)nc1C	-21
0.4	7	-1	-6	94	2	-10	2	-2.0	Cc1onc(-c2ccccc2)c1C(=O)N1CCN(c2ccc([N+](=O)[O-])cc2)CC1	0
-0.2	6	-11	-3	97	2	-3	1	-0.3	CCc1ccc(C(CC(=O)c2ccc(Cl)cc2)C(=O)O)cc1 (stereo not given)	-3
-0.6	25	9	1	105	-21	48*	75*	-1.6	C=C1C(=O)C=C2CN(C(=O)c3ccccc3)[C@@](Cc3ccc(F)cc3)(C(=O)OC)[C@@H]12	u
0.0	6	1	2	119	3	-4	-2	-1.2	CCOc1ccc(N2C(=O)CC(n3nc(C)cc3C)C2=O)cc1 (stereo not given)	3
-0.1	3	7	5	134	3	2	2	-1.6	COC(=O)c1ccc(N2CCN(CC(=O)c3ccc(-c4ccccc4)cc3)CC2)c([N+](=O)[O-])c1	-4
0.1	2	-4	-1	93	2	-1	4	-1.8	CCOC(=O)c1cnc2c(OC)cccc2c1N1CCN(c2ccccn2)CC1	-3
-0.2	5	-6	2	99	0	2	-2	-1.1	COc1ccc(/C=N/NC(=O)CN2CCCc3ccccc32)c(OC)c1	5
-0.1	4	15	-3	100	-6	-2	1	-1.0	OC(COc1ccc(OCC(O)CN2CCCCC2)cc1)CN1CCCCC1 (stereo not given)	20
-0.1	8	6	-1	94	3	12	3	-1.5	CCOC(=O)c1c(C)nc2sc3c(=O)n(-c4ccc(C(C)=O)cc4)cnc3c2c1-c1ccc(OC)cc1	1
0.1	-4	1	-2	97	2	5	-6	-5.2	Cc1onc(-c2ccccc2)c1C(=O)NNC(=S)NC(=O)c1ccc(F)cc1	1
0.0	-6	-6	4	100	1	-1	0	1.2	O=C(N/N=C/c1ccco1)c1ccccn1	-3
-0.2	2	x	-5	94	0	5	3	-1.2	CC(=O)NC(c1cccc(F)c1)c1nc(-c2ccc(N(C)C)cc2)cs1 (stereo not given)	-1
-0.2	7	-4	9	99	1	6	3	0.6	Cc1ccc(CC(=O)OC(C)C(=O)NC2CCCCC2C)cc1C (stereo not given)	x
-0.1	-1	-1	1	99	2	0	0	-0.2	C/C(=C\C(=O)c1ccc(C)o1)Nc1ccc(C(=O)O)cc1C	17
0.6	6	9	5	97	0	-10	-2	0.5	COc1ccc(C2CC(C(F)(F)F)n3nc(C(=O)NCc4c(C)nn(C)c4C)c(Cl)c3N2)cc1 (stereo not given)	-4
-0.3	0	4	3	93	2	-15	-1	-1.9	CC1CCCN(Cc2nc3c(c(=O)n(C)c(=O)n3C)n2CC(N)=O)C1 (stereo not given)	-4
0.0	7	7	-1	99	5	-4	-2	-1.6	CC(C)CCC1CC(CSC(=N)N)OC1=O (stereo not given)	-12

The closing two compounds of the section above are carried over, then new ones follow:
aDG glyco up	MC4R antag cAMP	TLR9-MyD88 block	Exocytosis inh	ABCB6 inh 2	N-glyco inh	NOD2 RIPK2 PPI	ABHD5 PLIN5 PPI	MC4R ag barr	SMILES	Vif inh
-0.3	0	4	3	93	2	-15	-1	-1.9	CC1CCCN(Cc2nc3c(c(=O)n(C)c(=O)n3C)n2CC(N)=O)C1 (stereo not given)	-4
0.0	7	7	-1	99	5	-4	-2	-1.6	CC(C)CCC1CC(CSC(=N)N)OC1=O (stereo not given)	-12
0.1	-4	5	-6	94	16	-4	2	-1.8	O=C(NCCN1C(=O)S/C(=C\c2ccc(Cl)cc2Cl)C1=O)C1=COCCO1	14
-0.1	3	8	-1	96	2	2	9	-0.2	CCOc1ccc(/C(O)=C2\C(=O)C(=O)N(CCN(C)C)C2c2cc(OC)ccc2OC)cc1Cl (stereo not given)	-4
0.2	22	-9	-3	104	1	-19	4	1.9	C[C@H]1CN[C@@H](CCO)/C1=C\c1ccccc1	x
-0.1	5	-2	-8	96	1	0	3	0.7	COc1ccc(OC)c(NC(=O)C(CCSC)NS(=O)(=O)c2cccs2)c1 (stereo not given)	23
-0.1	5	-4	10	96	-2	3	6	-0.2	Cc1ccc(S(=O)(=O)Nc2ccc3c(c2)C(=O)N([C@@H](C)CO)C[C@@H](C)[C@@H](CN(C)CC2CC2)OCCCC[C@@H](C)O3)cc1	x
0.4	4	-13	-2	101	1	-8	2	-0.9	CCOc1ccc(C(=O)NCC(=O)N2CCN(c3ccc(C(F)(F)F)cn3)CC2)cc1	4
0.0	6	-63	15	98	-8	4	-11	-1.6	CCCNC(=O)CCc1c(C)nc2c(c(C)nn2-c2ccc(C)cc2)c1C	-9
-0.1	1	7	0	97	0	4	-2	-1.2	Cc1cc2cccc(C)c2nc1SCC(=O)NNC(=O)c1ccco1	5
0.1	2	-10	-3	99	-1	-7	5	-2.9	COc1cccc(C(=O)C2CCCN(Cc3cccc(-n4nc(C)cc4C)c3)C2)c1 (stereo not given)	x
-0.2	-1	x	1	96	1	11	3	1.1	Cc1cccc(-c2cnc(C(O)Cc3ccccc3)[nH]2)c1 (stereo not given)	0

Copied from the list:
In Exocytosis inh, `CCCNC(=O)CCc1c(C)nc2c(c(C)nn2-c2ccc(C)cc2)c1C` has 15
In NOD2 RIPK2 PPI, `Cc1cccc(-c2cnc(C(O)Cc3ccccc3)[nH]2)c1` (stereo not given) has 11

New compounds follow.
aDG glyco up	MC4R antag cAMP	TLR9-MyD88 block	Exocytosis inh	ABCB6 inh 2	N-glyco inh	NOD2 RIPK2 PPI	ABHD5 PLIN5 PPI	MC4R ag barr	SMILES	Vif inh
0.4	6	-4	-2	99	1	1	-2	-1.3	CCC(C)C1C(C#N)=C(N)Oc2n[nH]c(C)c21 (stereo not given)	7
0.3	3	3	0	100	-12	4	5	-3.5	O=C(Nc1ccc(-c2cn3ccsc3n2)cc1)C1CCCC1	x
-0.1	6	-5	1	92	1	-6	-3	-2.8	O=C1c2ccccc2[C@@H]2C[C@@H](O)[C@H](Nc3ccccc3)CCN12	u
0.1	x	x	-9	101	15	-2	0	x	COc1cc(C(=O)c2cc3c(cc2C)OCO3)cc(OC)c1OC	x
